Assay outcomes from PubChem.
SDO1 yeast rescue – sdo1-depleted yeast growth rescue. S. cerevisiae sdo1-depleted JHY4D growth rescue, OD600 30 h; active compounds read high; pdr5 snq2 efflux-pump mutant strain. z-score at 10 µM. 0.21% of 140,000 active. AID 817;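 active = z-score above 3 at both the 24 hr and the 30 hr optical density reads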;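 note: z-score against mean and SD of all compound wells on the same plate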
INS promoter inh – TRM-6 insulin promoter activity inhibition; TRM-6 cells (human fetal islet line), insulin promoter-eGFP reporter, imaging; reporter expression induced with tamoxifen; inhibition, % at 2 µM; 0.9% of 130,000 active; AID 1273;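 active = inhibition above the mean plus 3 SD, with well images judged a real hit on visual review, cut at about 60% in these data, passing the limit was not always enough; inconclusive = inhibition over the cutoff but images rejected on review; inactive = inhibition not above the cutoff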
SDO1 yeast rescue Rescue 24 h – further read-out of SDO1 yeast rescue, marked with its call; z-score; S. cerevisiae sdo1-depleted JHY4D growth rescue, OD600; measured here: growth rescue at 24 h;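 0 is the plate mean of compound wells and units are plate SD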
Active calls of the source: *; ? = inconclusive; . = no result given.

SDO1 yeast rescue	SDO1 yeast rescue Rescue 24 h	INS promoter inh	Molecule
-0.09	-0.89	-185	CC(C)C(NC(=O)c1ccccc1NC(=O)c1ccco1)C(=O)O (stereo not given)
-1.3	-1.6	31	Cc1ccc(S(=O)(=O)N2CCCC2C(=O)Nc2nc3ccccc3s2)cc1 (stereo not given)
1.4	1.6	.	CCOC(=O)N1CCN(C(=O)c2ccc3c(SCC(=O)O)c4c(nc3c2)CCC4)CC1
.	.	50	O=C(CC1S/C(=N/N=C/c2cccnc2)NC1=O)Nc1ccccc1 (stereo not given)
-1.6	-1.1	?	Cc1cc(C(=O)Nc2cnn(Cc3ccc(Cl)cc3Cl)c2)no1
0.41	0.02	-47	COc1ccc(C2CC(c3ccccc3)=NN2C(=O)COC(=O)c2cccc(S(=O)(=O)N(C)C)c2)cc1 (stereo not given)
.	.	27	CC(=O)Nc1ccc(S(=O)(=O)Nc2cccc3[nH]ncc23)cc1
1.6	1.8	47	CC1(C)CC(=O)C(C2NCCc3ccccc32)=C(O)C1 (stereo not given)
0.46	-0.75	.	O=C(Nc1cccc(Br)c1)c1ccn[nH]1
0.6	-0.19	-50	COc1cccc(C(c2nnnn2CS(=O)(=O)c2ccc(C)cc2)N2CCN(C)CC2)c1OC (stereo not given)
0.8	1.2	9	Clc1cccc(-c2nnc(-c3ccccc3)o2)c1
-0.7	-1	-40	Cc1nc2c(=O)[nH]c(=S)n(C)c2nc1C

Later entries
SDO1 yeast rescue	SDO1 yeast rescue Rescue 24 h	INS promoter inh	Molecule
-0.1	-0.47	.	COc1cc2c(cc1OC)CN(C(=O)c1ccccc1C(=O)O)CC2
.	.	31	CCOC(=O)c1sc(=NC(=O)CCS(=O)(=O)c2ccccc2)n(C)c1C
0.01	0.03	-4	OC(CN1C2=NCCCN2c2ccccc21)c1ccc(Br)cc1 (stereo not given)
0	-0.03	.	CC1(C)C(c2ccccc2)=NC(c2ccc(F)cc2)N1O (stereo not given)
0.85	-0.45	-26	COc1cc(Nc2nnc(C)s2)c(Cl)cc1Cl
0.79	-0.29	.	O=C(O)c1nc2ccccc2nc1C(=O)O
.	.	24	COc1ccc(/C=C/C(=O)OCC(=O)N2CC(=O)Nc3ccccc32)cc1S(=O)(=O)N1CCOCC1
.	.	6	Cc1cc(C(=O)C(=O)O)c(C)n1-c1ccc(Cl)cc1
2	2.7	-14	CC(C)c1nc2ccccc2n1CCC(=O)O
-0.24	0.95	100*	CCOC(=O)Cc1csc(NC(=O)CSc2nc(N)c3c(C)c(C)sc3n2)n1
-0.1	0.25	-37	COc1cc(OC)c(OC)cc1/C=C/C(=O)c1ccc(NS(=O)(=O)c2ccc(C)cc2)cc1
-0.9	-0.23	-6	CCOC(=O)c1c(CN2CCOCC2)n(-c2ccccc2)c2cc(Br)c(OC)cc12

The results go on.
SDO1 yeast rescue	SDO1 yeast rescue Rescue 24 h	INS promoter inh	Molecule
-0.07	-0.92	.	O=C(CCn1c(=O)[nH]c2ccccc2c1=O)NCCCN1CCN(c2cccc(Cl)c2)CC1
.	.	-8	FC(F)c1nc2ccccc2[nH]1
0.26	1.2	34	COc1ccc(Nc2ncnc3ccccc23)cc1
-0.23	0.02	25	Cc1ccc(-c2nc(N)c3c(-c4ccc(C)cc4)nn(C(C)(C)C)c3n2)cc1
-1.3	-1.2	29	CCOC(=O)c1c(C)[nH]c(N=Nc2ccccc2C)c1C
-0.97	-2	-13	O=C(Cn1cncn1)c1ccc(F)cc1F
-1	-0.72	48	CCCCOC(=O)c1ccc(NC(=O)c2cnccn2)cc1
0.42	0.32	.	CC(C)C(NS(=O)(=O)c1cccc2nsnc12)C(=O)NCCC1=CCCCC1 (stereo not given)
.	.	11	CCOc1cc2c(cc1OC)C(c1cccc([N+](=O)[O-])c1)NCC2 (stereo not given)
1.2	1.5	15	O=C(COC(=O)c1ccccc1SCC(=O)NC1CCCCC1)NC1CCCCC1
0.03	-0.66	6	CC1(C)Cc2c(sc(NC(=O)c3ccco3)c2C#N)CO1
-0.92	0.42	0	Cc1cccc(-n2cnc(C(=O)N/N=C\c3ccc(Br)cc3)c2)n1

Further records follow:
SDO1 yeast rescue	SDO1 yeast rescue Rescue 24 h	INS promoter inh	Molecule
0.55	0.15	-60	Cc1ccc(C(C)C)c(OCC(O)CN2CC(C)OC(C)C2)c1 (stereo not given)
-0.45	0.5	51	CCc1nc2c(cnn2-c2ccc(Cl)cc2)c(=O)n1-c1ccc2c(c1)OCCO2
0.35	1.2	-29	COc1ccc(CN2C(=O)c3cccnc3C2Nc2ccc(C)cc2)cc1 (stereo not given)
0.49	0.01	0	Cc1ccc(C(=O)NNC(=O)c2ccc(SCC3CCCO3)c([N+](=O)[O-])c2)cc1 (stereo not given)
.	.	14	CS(=O)(=O)N(CC(=O)Nc1ccccc1Cl)c1ccc(Cl)cc1
-0.65	-1.1	.	CN(C)S(=O)(=O)c1ccc(S(=O)(=O)N2CCCC2)cc1
.	.	-18	CC(C(=O)Nc1nccs1)c1ccc([N+](=O)[O-])cc1 (stereo not given)
-0.44	-0.46	-39	O=C(CCc1ccc(S(=O)(=O)N2CCOCC2)cc1)Nc1ccc2ccccc2c1
.	.	-14	CC(=O)c1cc2c(=O)c3ccccc3oc2nc1C
-1.1	-0.99	50	CCc1ccc(C2C(C#N)=C(N)C(C#N)(C#N)C3=CCC(C(C)(C)C)CC32)cc1 (stereo not given)
0.8	0.11	33	O=S(=O)(Nc1nc2ccccc2nc1Cl)c1ccc2ccccc2c1
0.14	-0.15	.	CCCNS(=O)(=O)c1ccc2c(c1)CCCN2C(C)=O

Four records picked at random from the list so far:
SDO1 yeast rescue	SDO1 yeast rescue Rescue 24 h	INS promoter inh	Molecule
0.55	0.15	-60	Cc1ccc(C(C)C)c(OCC(O)CN2CC(C)OC(C)C2)c1 (stereo not given)
0.14	-0.15	.	CCCNS(=O)(=O)c1ccc2c(c1)CCCN2C(C)=O
.	.	-14	CC(=O)c1cc2c(=O)c3ccccc3oc2nc1C
-0.45	0.5	51	CCc1nc2c(cnn2-c2ccc(Cl)cc2)c(=O)n1-c1ccc2c(c1)OCCO2

Next section:
SDO1 yeast rescue	SDO1 yeast rescue Rescue 24 h	INS promoter inh	Molecule
.	.	50	CCCC(CCC(=O)Nc1cc([N+](=O)[O-])ccc1O)C(=O)O (stereo not given)
0.23	1.7	-13	Cc1ccc(CSCC(=O)N/N=C/c2ccc(OCC(=O)Nc3ccc(C)cc3)cc2)cc1
.	.	0	CCN(CC)CCn1c(N)cc(=O)[nH]c1=O
0.63	0.55	14	CSc1nnc(-c2ccco2)n1-c1ccccc1
-0.75	0.15	.	COc1ccc(C(=O)Nc2ccc(C(=O)OCC(=O)c3ccccc3)cc2)cc1
0.1	-0.51	.	CCOc1cccc(OCCOCCN2CCCC2)c1
-1.6	-1.3	25	CCOC(=O)c1c(NC(=O)c2ccoc2C)sc(C)c1C
-1.2	-0.01	-21	N#Cc1nc(-c2ccc(OCc3ccccc3)cc2)oc1NCCCn1ccnc1
0.63	0.48	.	COCCN(CCOC)S(=O)(=O)c1ccc(C(=O)Nc2nc(-c3ccncc3)cs2)cc1
-0.61	-0.54	.	Clc1ccc(CSc2nc3ccncc3[nH]2)cc1
-0.13	0.37	-22	COc1cc(OC)nc(NC(=S)NC(=O)c2ccccc2)n1
.	.	27	C/C(=N\NC(=O)C1=NNC(=O)C1C)c1cccs1 (stereo not given)

Some of these compounds in order of their number in SDO1 yeast rescue Rescue 24 h, lowest first.
SDO1 yeast rescue	SDO1 yeast rescue Rescue 24 h	INS promoter inh	Molecule
-0.09	-0.89	-185	CC(C)C(NC(=O)c1ccccc1NC(=O)c1ccco1)C(=O)O (stereo not given)
0.6	-0.19	-50	COc1cccc(C(c2nnnn2CS(=O)(=O)c2ccc(C)cc2)N2CCN(C)CC2)c1OC (stereo not given)
-1.2	-0.01	-21	N#Cc1nc(-c2ccc(OCc3ccccc3)cc2)oc1NCCCn1ccnc1
0.8	0.11	33	O=S(=O)(Nc1nc2ccccc2nc1Cl)c1ccc2ccccc2c1
-0.1	0.25	-37	COc1cc(OC)c(OC)cc1/C=C/C(=O)c1ccc(NS(=O)(=O)c2ccc(C)cc2)cc1

Next compounds follow.
SDO1 yeast rescue	SDO1 yeast rescue Rescue 24 h	INS promoter inh	Molecule
-0.48	-0.5	.	CCN(CC)c1ccc(NC(=O)c2cnc3ccccn3c2=O)c(C)c1
.	.	14	Cc1cc(C)n(CCN(C)c2nc3nonc3nc2NC2CC2)n1
-0.05	-0.34	-18	CC(C)CCOc1ccc(C2=NNC(=O)CC2)cc1
0.33	0.05	-23	CC(Oc1ccc(Cl)cc1)C(=O)N/N=C/c1ccsc1 (stereo not given)
-1.8	-1.7	.	Cc1ccc(C)c(CN2C(=O)C3(OCCCO3)c3ccccc32)c1
-1.2	-0.8	13	COc1cccc(-c2nc(N3CCN(c4ccccc4)CC3)c3ccccc3n2)c1O
-0.54	0.15	7	CCCCn1c(=O)n(C)c(=O)c2c(C(F)(F)F)cc(-c3ccncc3)nc21
0.85	0.03	-42	NS(=O)(=O)c1cnccc1Nc1ccc(Cl)c(Cl)c1
0.11	0.13	.	CC(C)NC(=O)CN1CCC(O)(c2ccccc2)CC1
.	.	0	COC(=O)c1cc(C(=O)Nc2ccc(Cl)cn2)cc([N+](=O)[O-])c1
-1	-0.67	-66	Cc1ccccc1-n1nc2c(c1NC(=O)/C=C\c1ccc3c(c1)OCO3)CSC2
-0.21	-0.46	.	Cc1ccc(C(C(=O)NC(C)(C)C)N(Cc2cccs2)C(=O)c2ccc3c(c2)OCCO3)cc1 (stereo not given)

(further entries)
SDO1 yeast rescue	SDO1 yeast rescue Rescue 24 h	INS promoter inh	Molecule
0.29	0.28	-19	CC1(C)NC(=O)N(CCCSc2ccc(Cl)cc2)C1=O
-1.5	-0.59	-15	Cc1ccc(C(C)C)cc1OCCN1CCCC1
-0.04	-0.21	.	COCCn1c(SCC(=O)NNC(=O)c2ccccc2)nc2ccccc2c1=O
0.45	-0.61	7	O=C(CP(=O)(c1ccccc1)c1ccccc1)Nn1cnnc1
-0.21	1.6	-18	COC(=O)c1cc(Cl)c(NC(=O)c2cc(OC)c(OC)c(OC)c2)cc1OC
-1.4	-0.2	6	N#Cc1c(NC(=O)CSc2ncnc3sccc23)oc(-c2ccco2)c1-c1ccco1
0.8	-0.79	-18	C/C(=N\N1CCN(c2ccccc2)CC1)c1ccco1
.	.	-93	COc1ccc(C2C3=C(NCCN=C3c3ccccc3)C(=O)N2c2ccccc2)c(OC)c1 (stereo not given)
.	.	29	Cc1ccc(CN2CC(C(=O)Nc3ccc(F)c([N+](=O)[O-])c3)CC2=O)cc1 (stereo not given)
-1.3	-1.2	3	Cc1ccc(CN2CCSc3ccc(C(=O)N4CCN(c5ncccn5)CC4)cc32)cc1
0.65	0.21	-23	COC(=O)C1Cc2c([nH]c3ccccc23)C(C)N1 (stereo not given)
.	.	-14	O=C(Cn1cnc2ccccc2c1=O)NCC(=O)N1CCOCC1

Next part
SDO1 yeast rescue	SDO1 yeast rescue Rescue 24 h	INS promoter inh	Molecule
-0.03	-0.72	49	C=CCNC(=O)CSc1nnc(-c2cccs2)o1
-0.36	-0.87	-11	COc1ccccc1C(CCNS(=O)(=O)c1ccc(C)cc1)c1ccco1 (stereo not given)
.	.	13	O=C(NNC(=O)c1ccccc1[N+](=O)[O-])c1ccccc1[N+](=O)[O-]
-0.94	-0.23	.	COc1cccc(-c2csc(N3CCN(C(=S)Nc4ccccc4OC)CC3)n2)c1
-0.15	-0.45	38	Cc1cc(C)c(S(=O)(=O)NCC23C=CC(O2)C2C(=O)N(c4ccccc4)C(=O)C23)c(C)c1 (stereo not given)
-0.43	-0.82	.	COc1cccc(-c2nnc(SCc3nc4ccccc4s3)n2C)c1
-0.87	-0.42	?	C=CCN1CN(S(=O)(=O)c2cccs2)c2nc3ccccc3nc21
1.5	2.3	-25	CCN(CC)C(=O)CSc1nnc(-c2cnccn2)n1-c1ccc(C)cc1
0.17	0.12	9	CCOC(=O)c1sc(NC(=O)c2cccnc2)c(C#N)c1C
0.06	1.5	-25	O=C(c1ccccc1F)N1CCN(S(=O)(=O)c2ccc(S(=O)(=O)N3CCCCC3)cc2)CC1
2.4	2.4	-36	CCOc1ccc(C(=O)Nc2c3c(nn2-c2cccc(Cl)c2)CS(=O)C3)cc1 (stereo not given)
1.2	1.9	.	CCOC(=O)c1c(P(=O)(N2CCOCC2)N2CCOCC2)noc1N

The results go on.
SDO1 yeast rescue	SDO1 yeast rescue Rescue 24 h	INS promoter inh	Molecule
.	.	-46	N#CC(Sc1ccccn1)c1ccc(Cl)cc1Cl (stereo not given)
-0.31	-0.34	17	COc1ccccc1/C=C/C(=O)Nc1ccc2c(c1)OCCO2
-0.57	-1.1	-36	COCCNC(=O)NC1(C(F)(F)F)Oc2ccc(Cl)cc2O1 (stereo not given)
.	.	-24	Cc1ccccc1N1C(=O)CSC1=C(C#N)C#N
0.05	-0.29	14	CCN(CC)S(=O)(=O)c1cccc(C(=O)NCC2CCCO2)c1 (stereo not given)
1.6	0.9	-3	CC1(NC(=O)N2CCOCC2)CCS(=O)(=O)C1 (stereo not given)
-0.31	-0.48	8	CN(C)S(=O)(=O)c1cccc(C(=O)NCCc2ccccc2)c1
0.87	0.37	-11	CCOc1ccc(CCNS(=O)(=O)c2cnc[nH]2)cc1OCC
.	.	-29	CCN(CC)c1cc(C)c2cc(NC(=O)c3cccs3)ccc2n1
-0.92	-0.48	23	C=CCNC(=S)Nc1sc2c(c1C(=O)OCC)CC(C(C)C)OC2 (stereo not given)
1.3	1.1	-29	CCOC(=O)Cc1csc(NC(=O)COc2ccccc2OC)n1
0.24	-0.32	38	O=C1CC(C(=O)Nc2ncccn2)C(c2ccccc2)O1 (stereo not given)

A portion of the library; the hit share may differ from the screen's.
